Hck Nef HTS = inhibitors of human Hck kinase activated by Nef | P08631 | inhibition, % at 20 µM | 0.68% of 220,000 active | Recombinant Hck-YEEI plus Nef, Z-Lyte FRET kinase assay;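 active = Hck-Nef kinase inhibition above about 50%, limit read from the data; inactive = inhibition below that limit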;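 also: 0% = DMSO with Hck plus Nef and 100% = Hck alone without Nef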
FXIa inh = factor XIa (human) inhibition. P03951. purified FXIa, Boc-Glu-Ala-Arg-AMC fluorogenic substrate. inhibition, % at 5 µM. 0.14% of 220,000 active. AID 798;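 active = inhibition of at least 40%; inactive = inhibition below 40%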;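 also: fluorescence of freed AMC excited at 355 nm; 0% = enzyme without compound and 100% = no enzyme blank; many of its hits are not listed in these tables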
zVAD death inh = blocks zVAD induced death of L929 cells; L929 zVAD necroptosis rescue, ATP luminescence, 24 h; with zVAD 60 µM; viability rescue, % at 10 µM; 0.38% of 220,000 active; AID 1377;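 active = activation, scaled between plate controls, above about 75%, limit read from the data; inactive = activation under that limit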;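 also: 0% = zVAD with DMSO and 100% = DMSO alone without zVAD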
Thrombin inh = inhibitors of human thrombin; alpha-thrombin, Boc-VPR-AMC fluorogenic substrate cleavage; P00734; AID 1046; 0.26% of 220,000 active; inhibition, % at 5 µM;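 active = inhibition at or above 40%; inactive = inhibition below 40%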;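 also: 0% = enzyme with no compound and 100% = wells without enzyme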
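System – human alpha-thrombin protein · Reagent – Boc-VPR-AMC substrate, 15 µM final · Compound – 5 µM single dose in 0.2% DMSO · Schedule – reaction at room temperature · Technique – AMC fluorescence at 355 nm excitation and 460 nm emission · Read-out basis – % inhibition relative to enzyme controls and enzyme-free blanks · Control set – no-compound enzyme wells and no-enzyme blanks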
KLK5 inh = kallikrein 5 (human) inhibition. recombinant hK5, fluorogenic AMC substrate cleavage. Q9Y337. 0.59% of 210,000 active. AID 873. inhibition, % at 5 µM;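 active = inhibition of 40% or more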;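 also: 0% = enzyme controls without compound and 100% = no-enzyme blanks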
Rad51 HR inh = Rad51 (human) homologous recombination inhibition | Q06609 | hRad51 DNA strand exchange, fluorescence dequenching | inhibition, % at 10 µM | 0.085% of 200,000 active | AID 1385;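 active = inhibition above 40% at the single screening dose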;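 also: 0% = DMSO control wells and 100% = blanks with heterologous ssDNA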
Target sequence (Q06609 whole entry, looked up): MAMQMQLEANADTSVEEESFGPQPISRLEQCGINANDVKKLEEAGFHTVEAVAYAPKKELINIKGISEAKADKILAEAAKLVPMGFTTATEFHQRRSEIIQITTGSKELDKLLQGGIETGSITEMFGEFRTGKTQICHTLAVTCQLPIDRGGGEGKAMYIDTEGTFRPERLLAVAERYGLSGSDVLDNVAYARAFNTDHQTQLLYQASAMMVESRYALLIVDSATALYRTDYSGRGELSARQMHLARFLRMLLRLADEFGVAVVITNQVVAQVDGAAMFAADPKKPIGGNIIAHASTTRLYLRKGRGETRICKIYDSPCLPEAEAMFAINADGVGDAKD
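material = hRad51 filaments on single-stranded DNA | reagent = Donor/quencher-labelled 47-bp dsDNA substrate | compound = 10 µM final, single point | schedule = strand-exchange reaction 15 min at room temperature | measured by = fluorescein emission 520 nm, excitation 485 nm | read-out basis = % inhibition versus plate control and blank means | benchmarks = plate controls and plate blanks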
Cl transport mod = modulates chloride dependent transport by human KCC2; AID 1456; Q9H2X9; KCC2 cells, thallium flux FluoZin-2 fluorescence; B-score of Tl+ flux slope (higher = more flux/activation; lower = inhibition) at 10 µM; 2.2% of 190,000 active;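 active = thallium flux slope and its plate-corrected score both differing from the plate sample mean at a set confidence after two filtering rounds, in either direction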;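 also: slope of fluorescence scaled to starting intensity during 10 to 20 s after thallium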
TNF necrop inh = inhibitors of TNF-alpha induced necroptosis in Jurkat FADD-/- cells; Jurkat FADD-/- TNF necroptosis rescue, ATP luminescence, 24 h; 0 = TNF only, 100 = no-TNF cells; activation (protection from cell death), % at 10 µM; 0.068% of 220,000 active; AID 463075;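 active = activation, meaning protection from cell death, of at least 50% relative to plate controls; inactive = activation below 50%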;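 also: necroptosis triggered by 40 ng/mL TNF-alpha added together with compound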
FXIIa inh = blocks human coagulation factor XIIa protease activity. inhibition, % at 5 µM. P00748. 0.3% of 220,000 active. AID 800. purified FXIIa, Boc-QGR-AMC fluorogenic substrate, 2 h; in the data active = inhibition above about 40%;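 also: 0% = enzyme with no compound and 100% = blank without enzyme; many of its hits are not listed in these tables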
Target sequence (P00748 20-372 limits assumed): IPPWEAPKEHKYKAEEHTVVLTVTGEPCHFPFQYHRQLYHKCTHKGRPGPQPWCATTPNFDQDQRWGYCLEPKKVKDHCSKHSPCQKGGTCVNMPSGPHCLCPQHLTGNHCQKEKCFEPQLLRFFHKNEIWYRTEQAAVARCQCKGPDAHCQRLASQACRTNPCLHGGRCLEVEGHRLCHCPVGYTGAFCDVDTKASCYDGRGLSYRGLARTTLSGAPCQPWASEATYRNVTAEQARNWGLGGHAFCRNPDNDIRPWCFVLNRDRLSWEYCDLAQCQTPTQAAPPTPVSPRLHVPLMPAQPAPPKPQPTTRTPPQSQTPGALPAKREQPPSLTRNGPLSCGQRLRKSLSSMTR
Target sequence (P00748 373-615 limits assumed): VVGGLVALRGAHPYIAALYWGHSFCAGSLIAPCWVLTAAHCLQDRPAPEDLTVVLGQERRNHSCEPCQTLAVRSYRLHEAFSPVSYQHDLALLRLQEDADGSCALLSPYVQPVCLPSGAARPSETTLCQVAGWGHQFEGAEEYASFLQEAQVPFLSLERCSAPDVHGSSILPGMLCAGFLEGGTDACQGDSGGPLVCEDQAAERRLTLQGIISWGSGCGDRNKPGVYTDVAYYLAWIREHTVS
Numbers without * were called inactive; i = inactive; / = no result given.

The first two entries, to show the layout:
SMILES | Hck Nef HTS | FXIa inh | zVAD death inh | Thrombin inh | KLK5 inh | Rad51 HR inh | Cl transport mod | TNF necrop inh | FXIIa inh
CC(C)OCCCNC(=O)c1sc(=S)n(C)c1N | 0 | 1 | 0.3 | -2 | -11 | 5 | / | -1.1 | 13
CN(c1ccc2nc3ccccc3c(=O)n2n1)C1CCCCC1 | -3 | -3 | 16 | 2 | -9 | 24 | -1.3 | -0.7 | -4

Results, repeating the preview:
SMILES | Hck Nef HTS | FXIa inh | zVAD death inh | Thrombin inh | KLK5 inh | Rad51 HR inh | Cl transport mod | TNF necrop inh | FXIIa inh
CC(C)OCCCNC(=O)c1sc(=S)n(C)c1N | 0 | 1 | 0.3 | -2 | -11 | 5 | / | -1.1 | 13
CN(c1ccc2nc3ccccc3c(=O)n2n1)C1CCCCC1 | -3 | -3 | 16 | 2 | -9 | 24 | -1.3 | -0.7 | -4
COC(=O)c1ccc(NC(=S)NC2CCCCC2)cc1 | 0 | 2 | 0.2 | 3 | 3 | 2 | / | -1.2 | 17
O=C(CSc1nc2ccc(Cl)cc2[nH]1)c1ccc2c(c1)OCO2 | 0 | -14 | 0.8 | -21 | -14 | 4 | 0.65 | -3.3 | -3
O=C(Nc1cc2c(cc1Cl)OCCCO2)c1ccccc1 | 7 | -7 | -0.2 | -6 | 9 | -4 | -0.047 | 0.2 | 0
Cc1c(NC(=O)CN2C(=O)c3ccccc3C2=O)c(=O)n(-c2ccccc2)n1C | 0 | -7 | -0.7 | -7 | -6 | -1 | / | -0.3 | -6
CCCCSC(=O)Nc1ccccc1 | -2 | -4 | 0.3 | -1 | -29 | -3 | -0.0017 | 6.0 | -3
Cc1ccc2cc(/C=N/NC(=O)[C@H](C)NC(=O)OC(C)(C)C)c(Cl)nc2c1 | 0 | 8 | 14 | -1 | 4 | 1 | 0.15 | 2.7 | 8
COc1ccc(/C=C(/CC(=O)Nc2ccc(C)cc2)c2nc3ccccc3s2)cc1 | 6 | 6 | / | -2 | -11 | -15 | -0.67 | 2.9 | 13
Cc1nnc(OCc2nc3ccccc3n2C)c2ccccc12 | 2 | 2 | -0.1 | 1 | 1 | -3 | -3.1 | -0.8 | 10
NS(=O)(=O)c1ccc(NC(=O)COC(=O)CCc2ccc(S(=O)(=O)N3CCOCC3)cc2)cc1 | -4 | -8 | 0.5 | -5 | -7 | 15 | 0.079 | 0.9 | 5
CCOc1cc(C=O)ccc1OCc1cc(=O)n2cc(C)ccc2n1 | 14 | -3 | 0.2 | -5 | -4 | -40 | 0.52 | -0.6 | 9
O=C(O)c1ccc(-c2ccc(/C=N/Nc3ccc([N+](=O)[O-])cc3)o2)cc1 | 18 | 0 | 0.0 | -5 | 6 | i | i | 6.5 | 10
O=C(NNc1cc(N2CCOCC2)nc(N2CCOCC2)n1)c1ccc(Cl)c(Cl)c1 | 1 | 3 | 63 | -8 | -9 | 5 | -0.41 | 7.3 | 13
OC(CNCCc1ccccc1)COc1ccc(OCC(O)CNCCc2ccccc2)cc1 (stereo unspecified) | 11 | 1 | -3.5 | -4 | -3 | 10 | 0.74 | -32 | 4
O=C(COc1ccc(Br)cc1Br)NC(=S)Nc1cccc(CO)c1 | 5 | 1 | 0.1 | -6 | -9 | -34 | / | 0.9 | 6
Cc1sc(NC(=O)CSc2nnc(COc3ccc(Cl)cc3)n2C)c(C#N)c1C | 3 | 8 | 0.3 | 0 | -1 | 2 | 0.015 | -4.2 | 16
Cc1ccnc(SCCn2c(N3CCN(Cc4ccccc4)CC3)nc3c2c(=O)[nH]c(=O)n3C)n1 | 20 | 1 | -0.3 | -8 | -6 | 6 | 0.048 | -1.0 | 8
Cc1ccc(/C=N/N(C)C2=NS(=O)(=O)c3ccccc32)o1 | 21 | 20 | 2.8 | -10 | -1 | 6 | 0.62 | 0.0 | 7
CN(C(=O)c1ccno1)c1nnc(-c2cnccn2)s1 | 0 | 1 | 0.0 | 4 | -12 | 9 | 0.63 | -1.9 | 16
CC(C)(C)NC(=O)C(c1cccs1)N(Cc1cccs1)C(=O)c1ccc(CN2CCOCC2)o1 (stereo unspecified) | 23 | 6 | -0.3 | -2 | 15 | 8 | 0.62 | -0.3 | 6
O=C(Nc1ccc(SC(F)F)cc1)c1ccccc1F | -31 | 39 | -1.8 | 35 | 43* | -4 | -0.026 | 0.5 | 24
CCOC(=O)c1nn(-c2ccc(F)cc2)c(=O)c2c(N)scc12 | 27 | -1 | 1.4 | 0 | 0 | 6 | -0.15 | 0.0 | 7
Cc1ccc(-c2nc(CCN3C(=O)c4ccccc4C3=O)cs2)cc1 | -1 | -9 | 1.1 | -4 | 2 | -10 | / | -1.4 | -13
Nc1cc(=O)nc(SCC(=O)Nc2ccccc2Cl)n1-c1ccccc1 | -3 | -1 | 1.8 | -19 | -3 | -8 | 1.3 | 0.1 | -2
CCOC(=O)N1CCN(C(c2cccc(OC)c2)c2sc3nc(C)nn3c2O)CC1 (stereo unspecified) | -1 | 0 | -0.2 | -2 | -11 | 7 | 0.41 | -1.5 | 8
COc1ccc2c(c1)C(c1ccc(C)o1)=NNC(c1cccnc1)=N2 | 23 | -4 | 1.3 | 4 | -5 | 13 | -0.058 | 0.7 | 7
CCOc1cc(C(=O)NC2=NCCS2)cc(OCC)c1OCC | -6 | -6 | 1.3 | 2 | -5 | 4 | -0.54 | -0.4 | 1
Cc1nn(Cc2ccc(F)cc2)c(Cl)c1/C=N/NC(=O)c1ccccc1 | 25 | -3 | 1.4 | 22 | -5 | -27 | 0.18 | 1.6 | 10
COC(=O)CSc1n[nH]c(-c2ccncc2)n1 | 0 | 6 | -0.5 | -1 | 3 | 2 | / | -1.5 | 11
CC(=O)OCCOc1nc(NC(C)C)nc(NC(C)C)n1 | -1 | 6 | / | 0 | -11 | / | -0.24 | 0.1 | 13
COc1ccc(NC(=O)COC(=O)C23CCC(=O)N2c2ccccc2S3)cc1 (stereo unspecified) | 7 | 3 | 0.7 | 1 | 12 | -5 | 0.54 | 0.3 | 18
Cn1cnnc1SCC(=O)NCCc1ccccc1 | 8 | -5 | 0.3 | -7 | -3 | 4 | 0.038 | 1.1 | 1
O=C(Nc1ccc([N+](=O)[O-])cn1)c1ccc2c(c1)OCO2 | -2 | -3 | 0.7 | 0 | -12 | 8 | -0.51 | -0.3 | -13
CSc1ccccc1C(=O)NCCc1ccc(S(=O)(=O)N2CCCCC2)cc1 | -2 | -21 | 0.5 | 5 | 12 | -4 | / | 0.3 | 14
CCCCn1nc2cc(C(=O)NCc3cc(C(F)(F)F)cc(C(F)(F)F)c3)ccc2c1OC | 0 | 3 | 0.1 | -1 | -46 | -4 | 0.64 | 0.2 | 5
CCn1cc(C(=O)OCC(=O)c2ccc(Cl)cc2)c(=O)c2ccc(C)nc21 | 20 | -5 | 5.8 | -8 | 5 | -10 | -0.58 | -0.4 | 3
Cc1ccc2oc3c(c(=O)c2c1)C(c1cccc(Br)c1)N(Cc1ccco1)C3=O (stereo unspecified) | -1 | -5 | 0.1 | -9 | -24 | -8 | 0.093 | -2.6 | 2
CCOc1ccc(NC(=O)C2=C(C)NC(=S)NC2c2ccc(O)c(OC)c2)cc1 (stereo unspecified) | 4 | 16 | 0.7 | -2 | -11 | / | 0.097 | 0.9 | 18
COc1cc([N+](=O)[O-])c(OC)cc1SCc1n[nH]c(=S)n1-c1ccc(F)cc1 | 3 | 0 | 0.1 | -2 | 1 | 13 | / | 1.2 | 7
CC(=O)Nc1ccc(S(=O)(=O)NNC(=O)CCC(=O)Nc2cc(C)ccc2C)cc1 | 2 | -2 | 1.3 | -2 | -1 | / | -0.51 | 1.0 | 8
N/C(CC(=O)Nc1ccc(F)c(Cl)c1)=N\OC(=O)c1cccs1 | 11 | 6 | 1.8 | 1 | 2 | 11 | -1.1 | -0.5 | 7
Cn1nc(NC(=O)CC(C)(C)CC(=O)O)c2ccccc21 | 13 | -1 | -0.6 | -9 | -3 | / | 1.4 | 4.6 | 1
CCCCC(=O)Nc1ccc(NC(=O)c2cccnc2)cn1 | -1 | -7 | 0.6 | 0 | -16 | 3 | -0.33 | 0.4 | 9
CNS(=O)(=O)c1cccc(C(=O)OCC(=O)NCc2ccccc2)c1 | 7 | -3 | 0.4 | -3 | 1 | -9 | 0.78 | 0.7 | 1
COc1ccccc1NC(=O)C(CC=C(Cl)Cl)C(C)=O (stereo unspecified) | 0 | 1 | -0.4 | -22 | 0 | 7 | -0.36 | -0.8 | -4
O=C(Cc1ccc(-n2c(=S)[nH]c3ccccc3c2=O)cc1)N1CCC(N2CCCCC2)CC1 | -20 | -5 | -0.2 | -3 | -31 | 3 | 1.1 | 0.4 | -4
C/C(CC(=O)Nc1ccc(F)cc1)=N\NC(=O)COc1ccccc1 | 7 | 7 | -0.2 | -1 | -7 | 4 | -0.028 | 1.3 | 16
CCN(CC)C(=O)C[n+]1ccc(C(N)=O)cc1 | 29 | 1 | 3.2 | 20 | -2 | 14 | 2 | -0.2 | 10
C/C(=N/NC(=O)CNC(=O)c1cccnc1)c1cccc([N+](=O)[O-])c1 | -8 | -6 | 1.2 | -7 | -13 | 16 | -0.085 | 0.5 | -1
O=C(COc1ccc(Cl)cc1)NCc1nnc(SCC(=O)NC2CCCC2)o1 | 1 | -1 | 0.2 | -2 | -11 | / | / | -2.1 | 4
CC(C)(C)n1ncc2c(=O)n(CC(=O)Nc3ccc4c(c3)OCO4)cnc21 | 2 | 4 | 0.1 | -1 | -1 | 1 | 0.93 | -1.7 | 8
Cn1c(SCC(=O)Nc2ccc(F)cc2F)nnc1-c1cccnc1 | -3 | -7 | 2.2 | -6 | 3 | 3 | -0.37 | 1.1 | 2
COC(=O)c1sc(-c2cccs2)cc1NC(=O)/C=C/C(=O)O | -9 | 6 | -0.1 | 0 | 5 | 21 | -0.38 | 2.4 | 12
O=C(COC(=O)c1cccnc1Cl)Nc1ccccc1OC(F)F | 21 | -3 | 3.2 | -7 | -9 | 9 | -0.097 | 0.1 | 2
Cc1cccc2cc(CN(CC3CCCO3)C(=O)c3cnccn3)c(=O)[nH]c12 (stereo unspecified) | 1 | -1 | 0.1 | -1 | -5 | 1 | 0.99 | 0.9 | 12
CC1CC(=O)C2=C(C1)OC(N)=C(C#N)C2c1coc2ccccc2c1=O (stereo unspecified) | 0 | -4 | -0.1 | -6 | 11 | 4 | 0.0029 | -0.1 | 9
C(=N\Nc1nc2ccccc2[nH]1)/c1cccc2nccnc12 | 21 | -5 | 47 | -10 | -7 | 11 | 0.25 | -14 | 2
Cc1ccc(S(=O)(=O)NC(=O)Nc2cc(C(C)(C)C)on2)cc1 | 7 | -1 | 0.5 | -6 | -4 | -1 | 1.4 | 6.1 | 4
O=c1[nH]nc(SCc2nnc(-c3cccc(Cl)c3)o2)n1C1CCCCC1 | 1 | 10 | 0.2 | 16 | 11 | -12 | -1.2 | -1.7 | 10
O=C(COC(=O)COc1ccc(Br)cc1)Nc1cccnc1Cl | 7 | 4 | 1.6 | -7 | -9 | -6 | -3.8 | 1.1 | 6

Screening results from PubChem.

The list is partial. The share of hits here may be higher or lower than overall.
